Compound activity: PubChem BioAssay, National Center for Advancing Translational Sciences (NCATS)
pAkt inh – Akt phosphorylation inhibition. 360,000 tested, 0.32% active. activity change, % for hits at 50 µM. Neuro2A IGF-stimulated pAkt S473 HTRF, 20 min; hits give low values; in the data active = activity change below about -80%; inconclusive = mostly about -51% to -80%; note: % is set by controls: 0 for no effect and ±100 for the full control effect
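Neuro2A cells in DMEM with 0.5% FBS, overnight at 37 deg C, given compound at single 50 µM final, then IGF (6 nM final) for 20 min at 37 deg C. Lysed; phospho-Akt Ser473 by HTRF after 24 h, 665/615 ratio.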
aSyn yeast inh – alpha-synuclein toxicity inhibition in yeast. Yeast expressing alpha-synuclein, growth rescue, BacTiter-Glo, 24 h. Potency, µM (series often up to 46.1 µM), for inactives: at the highest dose growth rescue (activation), actives largely listed as activators. 370,000 tested, 0.14% active. AID 652106; note: potency is the fitted concentration of half-maximal effect; % of control where 0% means no effect; nearly all actives have a fitted effect of over 65% in size
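Screening used galactose-induced yeast with toxic alpha-synuclein levels, exposed to compound for 24 hr at 30 deg C. Cell growth, read with BacTiter-Glo luminescence, gave the measured signal.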
GLP-1R agonist – agonists of human GLP-1 receptor | HEK293 GLP-1R CRE-luciferase, luminescence, 4-6 h; cells express a hypersensitive GLP-1R form | AID 624172 | Potency, µM (highest dose often 45.6 µM), without a hit: at the top dose activation, actives largely listed as activators | P43220 | 380,000 tested, 0.007% active; note: potency is the fitted concentration of half-maximal effect; % of control where 0% means no effect
Target sequence (P43220 whole entry, looked up): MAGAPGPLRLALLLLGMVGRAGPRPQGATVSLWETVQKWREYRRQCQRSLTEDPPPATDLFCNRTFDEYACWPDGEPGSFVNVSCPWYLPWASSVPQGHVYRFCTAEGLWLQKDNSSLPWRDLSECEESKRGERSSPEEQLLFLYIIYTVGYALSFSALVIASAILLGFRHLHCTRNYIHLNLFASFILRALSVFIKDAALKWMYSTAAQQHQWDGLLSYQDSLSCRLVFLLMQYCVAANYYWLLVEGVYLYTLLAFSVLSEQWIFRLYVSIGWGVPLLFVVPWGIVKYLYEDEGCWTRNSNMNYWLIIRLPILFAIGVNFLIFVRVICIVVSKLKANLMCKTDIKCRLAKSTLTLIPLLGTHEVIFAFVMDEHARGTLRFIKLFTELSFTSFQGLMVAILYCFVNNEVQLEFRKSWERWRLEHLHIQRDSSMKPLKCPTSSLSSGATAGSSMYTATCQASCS
Abeta rescue – compounds reversing amyloid beta toxicity in yeast; Potency, µM (series often up to 46.1 µM), inactives show top-dose growth rescue, actives largely listed as activators; AID 1347071; 410,000 tested, 0.063% active; yeast expressing A-beta42, growth rescue, OD600, 48 h; response scale: 0% DMSO, 100% iron-clioquinol control; note: potency is the fitted concentration of half-maximal effect; nearly all actives have a fitted effect of over 55% in size
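Growth rescue measured by 600 nm absorbance after 48 h yeast culture at 30 C with compound. Values normalized between DMSO and an equimolar ferric chloride plus clioquinol control.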
FUS suppressor – FUS proteinopathy suppression in yeast; Potency, µM (highest dose often 76.6 µM), for the others: at the highest dose growth rescue (activation), hits mostly activators; 390,000 tested, 0.24% active; S. cerevisiae FUS-expressing, growth rescue, OD600, 24 h;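 note: potency is the fitted concentration of half-maximal effect; plate controls were DMSO vehicle for no effect and reference control for full effect; nearly all actives have a fitted effect of over 55% in size; some results filed as inactive show a strong effect at the top dose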
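Yeast FUS proteinopathy model; galactose-induced FUS (2%), starting OD 0.005. Cpds in dilution series, 24hr, 30C, 99% humidity. Abs 600 nm growth. Pos ctrl CP55940 (top 92uM final); neg ctrl DMSO.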
TDP43 rescue – TDP-43 toxicity inhibition in yeast. TDP-43 expressing yeast growth rescue, BacTiter-Glo, 24 h. Potency, µM (titrated, usually from 46.1 µM), for inactives: at the top dose growth rescue (activation), hits mostly activators. 410,000 tested, 1.8% active. AID 652104; note: potency is the fitted concentration of half-maximal effect; % of control where 0% means no effect; nearly all actives have a fitted effect of over 50% in size
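Galactose-induced TDP-43 yeast, OD600=0.02, compound pinned; 24 hr, 30 deg C; BacTiter-Glo luminescence for growth. Inhibitors of TDP-43 toxicity read as activators.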
D3 antag – antagonists of human D3 dopamine receptor; 360,000 tested, 2.5% active; max response, negative = inhibition, %; D3R cells, DiscoveRx beta-arrestin luminescence, antagonist mode; hits give low values; in the data active = max response below about -50%; inconclusive = no clear call, values can overlap the other calls; note: % is set by controls: 0 for no effect and ±100 for the full control effect; mostly tested at two doses, the higher about 12 µM
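Cells plated overnight at 1500 cells/well, then exposed to library compounds with dopamine controls for 90 minutes at 37 degrees C. DiscoveRx reagent added for 30–60 minutes at room temperature; luminescence read, quantitative HTS format.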
GLP-1R inv ag – inverse agonists of human GLP-1 receptor; P43220; AID 624417; HEK293 GLP-1R CRE-luciferase, luminescence, 24 h; GLP-1R form is constitutively active; 410,000 tested, 1.6% active; Potency, µM (doses to about 38.3 µM), for inactives: at the top dose activity change, negative = inhibition, usual class: inhibitors; note: potency is the fitted concentration of half-maximal effect; % is set by controls: 0 for no effect and ±100 for the full control effect; nearly all actives have a fitted effect of over 55% in size
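Seeding at 200 cells/uL, 12 h culture, 24 hr compound treatment, then luciferase reagent and a luminescence read; cells are HEK293 stably expressing a constitutively active GLP-1R plus cAMP-responsive luciferase.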
PTHR1 ag – agonists of human PTHR1 parathyroid hormone receptor; Potency, µM (doses to about 115 µM), without a hit: top-dose activation, most hits filed as activators; AID 743266; 410,000 tested, 0.075% active; Q03431; HEK293 GP2 PTHR1 cells, GloSensor cAMP luminescence, 1 h; note: potency is the fitted concentration of half-maximal effect; nearly all actives have a fitted effect of over 55% in size; some results filed as inactive show a strong effect at the top dose; inactives centre near -15; many of its hits are not listed in these tables
Target sequence (Q03431 whole entry, looked up): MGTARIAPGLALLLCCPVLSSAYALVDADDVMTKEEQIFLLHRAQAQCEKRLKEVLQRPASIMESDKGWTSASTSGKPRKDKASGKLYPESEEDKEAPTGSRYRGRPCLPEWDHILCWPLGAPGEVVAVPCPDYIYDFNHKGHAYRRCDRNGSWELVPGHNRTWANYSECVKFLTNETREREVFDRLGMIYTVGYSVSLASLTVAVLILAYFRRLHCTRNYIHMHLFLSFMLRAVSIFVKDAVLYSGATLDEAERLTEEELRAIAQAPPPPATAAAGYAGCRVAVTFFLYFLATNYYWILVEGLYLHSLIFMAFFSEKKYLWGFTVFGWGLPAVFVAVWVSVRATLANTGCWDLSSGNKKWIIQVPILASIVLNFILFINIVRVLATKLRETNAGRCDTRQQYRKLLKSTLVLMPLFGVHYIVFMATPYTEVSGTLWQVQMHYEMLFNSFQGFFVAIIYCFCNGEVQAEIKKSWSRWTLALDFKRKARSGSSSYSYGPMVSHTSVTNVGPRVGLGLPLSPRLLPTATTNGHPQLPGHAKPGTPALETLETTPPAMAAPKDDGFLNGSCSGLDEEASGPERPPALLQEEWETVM
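HEK-293-derived GP2 cells expressing PTHR1 and a GloSensor cAMP reporter, 3,000/well, plated overnight, given luciferin plus IBMX (each 0.5 mM as added) for 1 h at 37 °C, then compound for 1 h at 37 °C. Luminescence was read after 15 min at room temperature.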
Active calls of the source: *; i = inactive; ? = inconclusive; / = not tested or not shown; [ ] = another dose, or the depositor's remark. Unless noted, calls come from the whole dose curve; as a rule, active = well fitted curve in the direction sought with a large enough effect; inconclusive = small, poorly fitted or top-dose-only effect, or another doubt; inactive = no such curve, though single readings can be large; an effect the other way counts as inactive or inconclusive. The list is partial, so the mix of outcomes need not match the whole.

mol	pAkt inh	aSyn yeast inh	GLP-1R agonist	PTHR1 ag	Abeta rescue	FUS suppressor	GLP-1R inv ag	TDP43 rescue	D3 antag
CC1=NN(c2cccc([N+](=O)[O-])c2)C(=O)C1	i	-13%	0%	-8%	-21%	20%	22%	-29%	13
COc1ccc(N2CCN(C(=O)CSc3nc4ccccc4c(=O)[nH]3)CC2)cc1	i	5%	9%	i	-3%	4%	16%	3%	28
Cc1ccc2[nH]c(=O)c(-c3nc4ccccn4c3NCc3ccco3)cc2c1	i	1%	-4%	-5%[57.5 µM]	13%	23%	-9%	4%	9
CCOC(=O)C1=C(C)NC(=O)C(C#N)C1c1ccncc1 (stereo unspecified)	i	-1%	-6%	-38%[inhibitor][57.5 µM]	2%	9%	0%	-3%	3
Cc1cccc(CN2CCN(CC(=O)NCc3ccc(Cl)cc3)C2=O)c1	/	/	1%	i	-4%	0%	-12%	19%	/
COc1ccc(/C=C/C(=O)N2CCN(S(=O)(=O)c3ccccc3)CC2)cc1OC	i	5%	-6%	i	10%	13%	11%	12%	6
COc1ccc(Cn2c(=O)n(-c3ccc(C)cc3)c(=O)c3c2c2cc(C)ccc2n3C)cc1	/	/	-1%	-17%	-17%	7%	16%	2%	/
CCCCn1c(=O)[nH]c2c(oc3ccccc32)c1=O	i	-6%	-4%	-58%[inhibitor]	1%	-10%	36%[activator]	4%	5
CNC(=O)c1c(NC(NC(=O)c2ccco2)C(=O)c2ccc(Cl)cc2)sc2c1CCCC2 (stereo unspecified)	i	8%	7%	-15%[57.5 µM]	17%	27%	7%	-10%	?
CN(C)C(=O)N1CCC(C(=O)NCc2cccs2)CC1	i	0%	0%	i	-13%	-14%	-3%	-7%	-29
COC(=O)N/N=C/c1cn(CCCOc2ccc(C)cc2)c2ccccc12	i	-1%	0%	-33%[inhibitor]	-1%	/	8.9µM*	11%	9
CCCn1c(-c2ccc(F)cc2)cnc1SCC(=O)O	i	11%	3%	8%	-1%	15%	32%	-9%	-21
C/C(CC(=O)NCc1ccco1)=N\NC(=O)c1ccc([N+](=O)[O-])cc1Cl	i	4%	2%	i	1%	4%	3%	-4%	-1
O=C(Nc1ccc(N2CCN(C(=O)c3ccc(Cl)cc3)CC2)cc1)c1ccc2c(c1)OCCO2	i	2%	-11%	-29%	12%	8%	0%	-11%	23
COc1ccc(-c2csc(NC(=O)C3CCN(C(=O)c4ccc(F)cc4)CC3)n2)cc1OC	i	12%	-7%	-31%[inhibitor]	9%	/	?	19%	23
O=[N+]([O-])c1ccccc1CSc1nc2ccccc2o1	i	6%	6%	i	-8%	/	?	8%	-14
C[C@H](NC(=O)c1ccc(C(C)(C)C)cc1)C(=O)N1CCN(C/C=C/c2ccccc2)CC1	i	9%	1%	-38%[inhibitor]	-1%	11%	?	-4%	7
CCc1c(O)c(/C(C)=N\O)c(=O)n(-c2ccccc2)c1-c1ccccc1	i	0%	0%	i	7%	24%	-18%	4%	-12
COc1ccccc1OCC(=O)N/N=C1\CCCCc2ccccc21	i	-1%	11%	-17%	27%	11%	10µM*	1%	-24
CCN1CCC(NCCc2ccc(F)cc2)CC1	i	3%	-5%	-24%	-10%	-29%	?	10%	-12
CCCCCCNS(=O)(=O)c1ccc(OC)c(OC)c1	i	5%	8%	-12%	-11%	9%	0%	9%	17
CC1CCN(C(=O)CSc2nc3c(cnn3-c3ccc(Cl)cc3)c(=O)[nH]2)CC1	i	0%	-3%	?	-15%	-10%	7%	-16%	-23
O=C1c2ccccc2C(=O)N1CCCC(=O)N1CCc2ccccc21	i	0%	6%	4%	-1%	/	0%	5%	-9
CCN(CC(=O)NC(C)(C)C)Cc1nc2c(Br)cc(Br)cc2c(=O)[nH]1	i	6%	9%	-12%	-7%	?	?	-22%	4
CCCCNC(=O)C(NC(=O)c1cccs1)C(=O)c1ccccc1 (stereo unspecified)	i	5%	/	i	8%	-12%	23%	24%	2
O=C(OCCN1CCOCC1)c1ccccc1Cl	i	1%	2%	-4%	12%	-2%	16%	-7%	-5
CCN(CC)C(=O)CSc1nnc(-c2cnccn2)n1-c1ccccc1	i	-10%	-2%	-26%	6%	11%	2%	1%	-24
O=C(CN1CCSCC1)N/N=C/c1cccc(Cl)c1	i	-4%	-5%	i	1%	-5%	15%	-6%	-2
Cc1cc(C)cc(NC(=O)C(OC(=O)c2ccc([N+](=O)[O-])o2)c2ccccc2)c1 (stereo unspecified)	i	8%	-30%	-14%	0%	22%	10%	0%	-3
COc1ccc(CNC(=O)c2ccc(-c3nc(CSc4ccccc4)c(C)o3)cc2)c(OC)c1	/	/	/	i	-13%	17%	-9%	-4%	/
O=C1CCC(C(=O)N2CCCC(Nc3ccc(F)cc3)C2)=NN1 (stereo unspecified)	i	-1%	-15%	i	1%	10%	40%[activator]	2%	7
C(=C\c1ccccc1)/CSc1nnc(-c2ccccn2)n1Cc1ccco1	i	-7%	15%	-9%[57.5 µM]	-12%	?	4µM*	-7%	-18
CCOC(=O)c1c(-c2ccccc2)cn2c(C)cc(C)nc12	i	0%	8%	-9%	-11%	17%	-12%	-4%	12
NC(=O)C1=C[C@@H](c2coc3ccccc3c2=O)C[C@@H](OCCCCO)O1	i	-4%	-5%	-2%	51%	0%	-14%	-7%	-7
COc1ccc(CCC(=O)NC2CC(=O)N(c3ccc(F)cc3)C2)cc1 (stereo unspecified)	/	/	/	i	-16%	6%	-4%	4%	/
Cc1cc(C(=O)CSc2nnc(-c3cccnc3)n2-c2ccccc2F)c(C)n1CC1CCCO1 (stereo unspecified)	i	12%	0%	-1%[57.5 µM]	0%	29%	-19%	-7%	0
CCOc1ccc(-c2cc(C(=O)NC(C)c3ccccc3)c3ccccc3n2)cc1 (stereo unspecified)	/	/	/	-35%[inhibitor]	15%	-12%	7%	?	/
CSc1ccc(CCNC(=O)C2CCCN(c3ncnc4c3nc3n4CCCCC3)C2)cc1 (stereo unspecified)	i	-11%	3%	-29%	-3%	27%	?	?	-20
CC(=O)n1cc(/C=C2/N=C(c3ccccc3)OC2=O)c2ccccc21	i	-1%	-1%	i	-3%	/	22%	-16%	0
Cc1ccc(OCC(=O)NNC(=S)NC(=O)c2ccc(Br)o2)c(C)c1	i	?	-6%	-11%	?	4%	3%	?	6
COCCCNCCCCOc1ccc(OCc2ccccc2)cc1	i	3%	-7%	i	0%	-21%	?	-8%	-11
COCCCNC(=O)CSc1nc2c(sc(=S)n2-c2cc(Cl)ccc2OC)c(=O)[nH]1	i	4%	-5%	i	-14%	0%	7%	21%	24
CC1Cc2nc(SCC(=O)Nc3nc4ccccc4s3)n(C)c(=O)c2S1 (stereo unspecified)	i	4%	13%	-44%[inhibitor]	-12%	22%	32%[activator]	?	44
Cc1cc(C)cc(N(CC(=O)NCc2ccc(F)cc2)C(=O)CCC(=O)Nc2ccccn2)c1	i	2%	-3%	-33%	9%	22%	-17%	-10%	-9
O=C1c2ccccc2C(=O)N1CC1CCCO1 (stereo unspecified)	i	1%	4%	30%	-2%	61%	-2%	-16%	-13
C=CCn1c(SCc2cc(C(C)=O)ccc2OCC)nc2ccccc2c1=O	i	4%	?	i	8%	15%	?	1%	14
Cc1cc2sc3ccc(C#CC4(O)CCCCC4)cc3c(=O)c2cc1C	i	1%	-8%	-8%	11%	-4%	?	26%	50
O=C(CN1C(=O)CCC1=O)Nc1cccc2c1C(=O)NC2=O	i	1%	4%	5%	-14%	-19%	3%	-14%	-16
COc1cc(C(C2C(=O)CC(C)(C)CC2=O)C2C(=O)CC(C)(C)CC2=O)ccc1O	i	-3%	-4%	i	13%	8%	4%	29%	11
Nc1c(C(=O)Nc2ccc(OC(F)(F)F)cc2)nnn1Cc1ccccc1	/	2%	2%	-9%	-10%	-21%	1%	22%	/
CCc1noc(C)c1C(=O)NNC(=O)COc1ccc(C)c(C)c1	i	-8%	2%	i	11%	-5%	-5%	5%	-7
CCOc1ccc(N(CC(=O)NC2CCCCC2)C(=O)CCCC(=O)Nc2ccccn2)cc1	i	-9%	6%	?	1%	?	-6%	-21%	-11
CCCn1c(SCC(=O)Nc2cccc(S(=O)(=O)N(C)C)c2)nc2ccccc2c1=O	i	0%	7%	-28%	-1%	34%	?	-4%	21
CCN(Cc1ccccc1)C(=O)Cn1cnc2c1c(=O)n(C)c(=O)n2C	i	-6%	12%	i	-8%	0%	2%	-26%	-24
Cc1ccc(Cl)cc1NC(=O)Cn1nc2c(cc1=O)CC(C)CC2 (stereo unspecified)	/	/	/	-26%	-8%	-10%	-16%	10%	/
COc1ccc(-c2noc(CNC(=O)c3ccc4c(c3)OCO4)n2)cc1OC	i	8%	0%	-18%	0%	3%	44%[activator]	-10%	24
COc1ccc(CN2CCN(C(=O)c3ccc(F)cc3)CC2)c(OC)c1	i	-7%	5%	-34%[inhibitor]	-11%	-28%	-1%	-14%	?

2 records drawn at random from those above:
mol	pAkt inh	aSyn yeast inh	GLP-1R agonist	PTHR1 ag	Abeta rescue	FUS suppressor	GLP-1R inv ag	TDP43 rescue	D3 antag
CCc1noc(C)c1C(=O)NNC(=O)COc1ccc(C)c(C)c1	i	-8%	2%	i	11%	-5%	-5%	5%	-7
CCCn1c(SCC(=O)Nc2cccc(S(=O)(=O)N(C)C)c2)nc2ccccc2c1=O	i	0%	7%	-28%	-1%	34%	?	-4%	21
